# Assay outcomes from PubChem BioAssay.
# Gal4-VP16 FLuc = inhibits Gal4-VP16 luciferase reporter, ROR gamma counter-screen; Drosophila S2 Gal4-VP16 UAS-luciferase, luminescence, 20 h; Potency, µM (series often up to 53.6 µM), without a hit: top-dose activity, negative = inhibition, usual class: inhibitors; 310,000 tested, 3.5% active; AID 2546;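 note: Gal4-VP16 expression switched on by copper sulfate through the metallothionein promoter; potency is the fitted concentration of half-maximal effect; nearly all actives have a fitted effect of over 50% in size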
# RORgamma inh = blocks mouse ROR gamma transcriptional activity. P51450. Drosophila S2 Gal4-RORgamma UAS-luciferase reporter, 20 h. Potency, µM (top dose mostly 53.6 µM), inactives show top-dose activity change, negative = inhibition, usual class: inhibitors. 310,000 tested, 5.4% active. AID 2551; note: potency is the fitted concentration of half-maximal effect; nearly all actives have a fitted effect of over 60% in size
# Target sequence (P51450 whole entry, looked up, the tested form may be a part): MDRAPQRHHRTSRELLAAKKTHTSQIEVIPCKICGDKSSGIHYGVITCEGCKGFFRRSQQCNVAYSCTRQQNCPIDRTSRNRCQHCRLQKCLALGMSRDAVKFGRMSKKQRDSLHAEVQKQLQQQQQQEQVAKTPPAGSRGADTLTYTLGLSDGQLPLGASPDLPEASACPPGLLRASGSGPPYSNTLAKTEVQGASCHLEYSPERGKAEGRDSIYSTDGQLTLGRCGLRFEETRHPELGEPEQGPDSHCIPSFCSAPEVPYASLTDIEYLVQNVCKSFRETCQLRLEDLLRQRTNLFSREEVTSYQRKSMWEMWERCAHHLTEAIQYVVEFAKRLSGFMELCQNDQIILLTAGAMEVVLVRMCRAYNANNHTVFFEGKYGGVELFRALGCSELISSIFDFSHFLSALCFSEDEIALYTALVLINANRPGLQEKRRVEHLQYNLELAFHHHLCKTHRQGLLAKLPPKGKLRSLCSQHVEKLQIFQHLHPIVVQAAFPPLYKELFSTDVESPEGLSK
#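 Luciferase reporter read in Schneider cells carrying Gal4-RORγ (mouse) and UAS-Photinus luciferase; cells given compound 1 h before 700 uM copper sulfate induction, then incubated 20 h at ambient temperature.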
# Coupling enz = counter-screen for Giardia aldolase inhibitors: coupling enzyme system | coupling enzyme system counterscreen, AmpLite Red fluorescence | activity change, negative = inhibition, % at 58.2 µM, hits read low | AID 2472 | 290,000 tested, 0.67% active; in the data active = activity change below about -30%
#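 Final compound at 57.5 uM, incubated 10 min at RT with coupling enzyme reagent (glyceraldehyde-3-phosphate), then 20 min with substrate and AmpLite Red detection. Fluorescence read at 525/598 nm; tests interference with the coupling assay, not aldolase inhibition.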
# An asterisk follows results filed as active; ? = inconclusive; & = joins results of further samples; [ ] = another dose, or the depositor's remark. Unless noted, calls come from the whole dose curve; as a rule, active = well fitted curve in the direction sought with a large enough effect; inconclusive = small, poorly fitted or top-dose-only effect, or another doubt; inactive = no such curve, though single readings can be large; an effect the other way counts as inactive or inconclusive. % is set by controls: 0 for no effect and ±100 for the full control effect. Only part of the results is shown; rates above refer to the full screens.
# Preview, five compounds:
cpd	SMILES	Gal4-VP16 FLuc	RORgamma inh	Coupling enz
1	CC1(C)CC2/C(CO)=C/C=C/[C@](C)(O)CC[C@]21O (some centres undefined)	4%	-13%	4
2	Cn1cccc1C(=O)N1CCC[C@@]2(CCN(Cc3ccc(C#N)cc3)C2)C1	-6%	-21%	-1
3	O=C(O)[C@H]1CCCN(CCC=C(c2ccccc2)c2ccccc2)C1	3%	-1%	5
4	CC(CCC(=O)O)C1CCC2C3CC[C@H]4CC(O)CC[C@@]4(C)C3CC[C@@]12C (some centres undefined)	-25%	-3%	18
5	Cc1nc(N2CCOCC2)c2nc(-c3ccccc3)n(CCN3CCCCC3)c2n1	2%	-12%	3

# Results, repeating the preview:
cpd	SMILES	Gal4-VP16 FLuc	RORgamma inh	Coupling enz
1	CC1(C)CC2/C(CO)=C/C=C/[C@](C)(O)CC[C@]21O (some centres undefined)	4%	-13%	4
2	Cn1cccc1C(=O)N1CCC[C@@]2(CCN(Cc3ccc(C#N)cc3)C2)C1	-6%	-21%	-1
3	O=C(O)[C@H]1CCCN(CCC=C(c2ccccc2)c2ccccc2)C1	3%	-1%	5
4	CC(CCC(=O)O)C1CCC2C3CC[C@H]4CC(O)CC[C@@]4(C)C3CC[C@@]12C (some centres undefined)	-25%	-3%	18
5	Cc1nc(N2CCOCC2)c2nc(-c3ccccc3)n(CCN3CCCCC3)c2n1	2%	-12%	3
6	CC(C)[C@@H](CC(=O)N[C@@H]1CCCC[C@H]1C(=O)N[C@H](CC(=O)N[C@@H](CCC(=O)O)CC(=O)O)Cc1ccccc1)NC(=O)C[C@H](Cc1ccccc1)NC(=O)[C@@H]1CNCC[C@H]1N	0%	-13%	-1
7	C[C@H]1OC(OC2C(O)[C@@H](O)C(OC3C(O)[C@@H](O)C(O)O[C@@H]3CO)O[C@@H]2CO)[C@H](O)C(O)C1N[C@H]1C=C(CO)[C@@H](O)[C@H](O)C1O (some centres undefined)	-1%	-10%	-1
8	COc1ccc2c(c1)OCC(Cc1ccc(O)c(OC)c1)C2=O (centres undefined)	-28%	-22%	5
9	COc1ccc(COC(=O)N/N=C2/C[C@@H](O)[C@@H](O)[C@@H]3[C@@H]4C(=O)N(c5cccc(Oc6ccccc6)c5)C(=O)[C@H]4CC[C@@H]23)cc1	0%[10 µM]	9%[10 µM]	3
10	O=c1c(CCc2ccccc2)nc2cnc(N3CCNCC3)nc2n1Cc1cccs1	-9%	1%	4
11	CO/N=C(/C)CCC(=O)OC[C@@H]1O[C@H](c2ccccc2)C=C[C@@H]1Oc1ccc(OC)cc1	0%[10 µM]	-6%[10 µM]	-1
12	O=C(c1cccc(Cl)c1)N1CCC(=O)N([C@H](COCc2cccc(Cl)c2)Cc2ccccc2)CC1	2%[40.7 µM]	5%[40.7 µM]	-1
13	CC(C)C(=O)N[C@H]1CCCN1C(=O)/C=C\c1ccccc1	-4%[10 µM]	-4%[10 µM]	2
14	Cn1c(=O)c(-c2ccc(Cl)cc2)nc2cnc(N3CCOCC3)nc21	7%	27%	-4
15	C[C@@H](c1ccccc1)N1C(=O)[C@H]2[C@H]3[C@H](O)[C@H](O)C/C(=N/OC[C@@H](O)COCc4ccco4)[C@H]3CC[C@@H]2C1=O	2%[10 µM]	1%[10 µM]	-2
16	O=C(Nc1cccc(F)c1)N1CC[C@@]2(CCCN(S(=O)(=O)c3ccccc3)C2)C1	-11%	4%	0
17	C=C1CC[C@H](O)C/C1=C/C=C1\CCC[C@]2(C)[C@@H]([C@H](C)CC[C@@H](O)C(C)(C)O)CC[C@@H]12	?	-31%&-27%	4
18	Cc1ccc(O)cc1	6%&-3%	0%&1%	-1
19	CCc1cccc2nc3c(c([Si](C)(C)C)c12)Cn1c-3cccc1=O	1%	42%	-5
20	N#Cc1cccc(NC(=O)N2CC[C@@]3(CCCN(C(=O)c4cccc(F)c4)C3)C2)c1	-4%	-4%	-5
21	CCCn1c(C)nc2c(NC(C)CN(C)C)nc(C)nc21 (centres undefined)	-1%	-12%	0
22	Cc1ccc(CNc2ncnc3ccc(-c4c(C)noc4C)cc23)cc1	3%	-42%	2
23	OC[C@H]1OC(O)(CN2CCOCC2)[C@H](O)[C@@H]1O (some centres undefined)	-6%	4%	2
24	COc1cc2c(cc1OC)-c1c(oc3cc(O)cc(O)c3c1=O)CO2	20µM*	?	-8
25	c1nc(NC2CC2)c2cc(-c3ccoc3)ccc2n1	-17%	1%	2
26	O=C(/C=C/c1ccc(/C=C/C(=O)Nc2ccc(C3=NCCN3)cc2)cc1)Nc1ccc(C2=NCCN2)cc1	-4%	15%	-1
27	Cc1cccc(C)c1Nc1oc(-c2ccccc2)nc1-c1ccccc1F	1%	7%	2
28	O=C(O)c1ccccc1-c1c2ccc(=O)cc-2oc2cc(O)ccc12	2%&7%	4%&-3%	2&14
29	Nc1nc2c(nc(Sc3ccc(Cl)cc3)n2C2OC(CO)C(O)C2O)c(=O)[nH]1 (centres undefined)	-1%	0%	6
30	Cc1cnc(CNc2ccnc(-c3ccccc3Cl)n2)cn1	-11%	8%	6
31	COc1ccc(/C=C/c2cc(OC)cc(=O)o2)cc1	-27%&-12%	43%&19%	1
32	Cn1cccc1C(=O)N1CCC[C@@]2(CCN(Cc3nccs3)C2)C1	-7%	8%	0
33	CNc1cc2c(Nc3cccc(Br)c3)ncnc2cn1	13µM*	13µM*	-50*
34	COc1ccc(-c2nc3cnc(N4CCNCC4)nc3n(Cc3cccc(OC)c3)c2=O)cc1	?	?	1
35	O=c1c(-c2ccc(F)c(F)c2)nc2cncnc2n1C1CC1	-2%	-25%	1
36	CC(=O)OC1CCC2(C)C3CC(=O)C4(C)C(CC5OC6(CCC(C)CO6)C(C)C54)C3CC[C@H]2C1 (some centres undefined)	-1%	-8%	0
37	CO[C@H]1COC(=O)C/C=C\[C@@H](C)COC(=O)[C@@H](CCSC)NC(=O)C/C=C\[C@@H]1C	6%&-2%[10 µM]	-30%&4%[10 µM]	0&3
38	COC(=O)[C@H](COC(C)(C)C)NC(=O)O[C@@H]1Cc2cc(Br)ccc2O[C@H]1c1cccc(OC)c1	-5%	27%	1
39	COc1ccc(CNc2cc(-c3cccnc3)ncn2)c(OC)c1	-2%	24%	-3
40	O=C(c1cccc(F)c1)N1CCC2(CC1)CN(c1ncccn1)C2	-3%	7%	2
41	CC(=O)N1CCC2(CCN(Cc3ccncc3)CC2)CC1	-17%	1%	2
42	COc1ccc(NC(=O)N2CCC3(CC2)CCN(S(C)(=O)=O)CC3)cc1	?	?	1
43	O=C1CCC[C@H]2OC12[C@@H](O)CCc1ccccc1 (some centres undefined)	-10%[10 µM]	-18%[10 µM]	1
44	COc1ccc2[nH]cc(CCNc3ccnc(-c4ccc(C(=O)N(C)C)cc4)n3)c2c1	0%	9%	-4
45	C[C@@H]1CNCCN1S(=O)(=O)c1cccc2cnccc12	25µM*	?	5
46	COc1ccc(OC2C=CC(c3ccccc3)OC2CO)c(C(C)=O)c1 (centres undefined)	-5%[10 µM]	15%[10 µM]	-5
47	Cn1cc(-c2nc3cnc(N4CCNCC4)nc3n(C)c2=O)c2ccccc21	11µM*	10µM*	-1
48	COc1ccc(Oc2ncc3nc(C)c(=O)n(Cc4ccc(F)cc4)c3n2)cc1	3%	?	-2
49	C#C[C@]1(O)CC[C@@H]2[C@H]3CCc4cc(OC)ccc4[C@@H]3CC[C@@]21C	-2%[17 µM]	14%[16.9 µM]	-1
50	CO[C@H]1COC(=O)C/C=C\[C@H](C)[C@@H](NS(=O)(=O)c2ccc(C)cc2)COC(=O)CCC[C@@H]1C	-6%[10 µM]	6%[10 µM]	4
51	COc1ccc(C(=O)N2CCC[C@@]3(CCN(CC(C)C)C3)C2)cc1	-5%	0%	3
52	CCNc1ncc2nc(-c3cc(F)cc(F)c3)c(=O)n(CCC#N)c2n1	-11%	-3%	1
53	CNc1nc(-c2ccccc2C(F)(F)F)nc2ccccc12	-9%	-9%	-3
54	CN1CCN(c2ncc3ncc(=O)n(CCC#N)c3n2)CC1	-4%	-22%	-2
55	FC(F)(F)c1ccccc1-c1ccc2ncnc(N3CCOCC3)c2c1	-22%	11%	8
56	CC(=O)NCC(=O)N[C@H](CCC(=O)O)C(=O)O	-4%	-12%	6
57	CS(=O)(=O)N1CCC2(CC1)CN(C(c1ccccc1)c1ccccc1)C2	-8%	13%	4
58	CN(Cc1cc(Br)cc(Br)c1N)C1CCCCC1	-3%	?	1
59	CCCC[C@@H]1C[C@H]1C(NC(=O)c1ccco1)c1ccc(C(=O)OC)cc1 (some centres undefined)	-11%	17%	0
60	CCCC[C@H](CC)CN1CN(C[C@@H](CC)CCCC)CC(C)(N)C1	-10%[17 µM]	-10%[2.98 µM]	-1

# 3 compounds out of the list, ordered by formula weight, descending:
cpd	SMILES	Gal4-VP16 FLuc	RORgamma inh	Coupling enz
48	COc1ccc(Oc2ncc3nc(C)c(=O)n(Cc4ccc(F)cc4)c3n2)cc1	3%	?	-2
52	CCNc1ncc2nc(-c3cc(F)cc(F)c3)c(=O)n(CCC#N)c2n1	-11%	-3%	1
46	COc1ccc(OC2C=CC(c3ccccc3)OC2CO)c(C(C)=O)c1 (centres undefined)	-5%[10 µM]	15%[10 µM]	-5

# Continuation.
cpd	SMILES	Gal4-VP16 FLuc	RORgamma inh	Coupling enz
61	OC[C@@H]1O[C@H](OC2[C@@H](O)[C@@H](O)C(O)O[C@@H]2CO)[C@H](O)[C@@H](O)[C@@H]1OC1O[C@H](CO)[C@@H](O)[C@H](O)[C@@H]1O (some centres undefined)	2%	0%	-1
62	COC(=O)[C@@]1(Cc2ccc(F)cc2)[C@H]2c3cc(C(=O)N4CCCC4)n(Cc4ccc(C)c(F)c4F)c3C[C@H]2CN1C(=O)c1ccccc1	9%	19%	-3
63	CC(C)(C)N1C(=O)[C@H]2[C@@H]3[C@H](O)[C@H](O)CC(=O)[C@H]3CC[C@H]2C1=O	-1%&-9%[10 µM]	5%&-11%[10 µM]	-3&0
64	C[C@H](NC(=O)[C@@H](N)Cc1ccc(O)cc1)C(=O)NCC(=O)N[C@H]1CSSC[C@@H](C(=O)O)NC(=O)[C@H](CO)NC(=O)[C@H]([C@@H](C)O)NC(=O)[C@H](Cc2ccccc2)NC(=O)[C@H]([C@@H](C)O)NC(=O)[C@H](CCCCN)NC(=O)[C@H](Cc2c[nH]c3ccccc23)NC(=O)[C@H](Cc2ccccc2)NC(=O)[C@H](Cc2ccccc2)NC(=O)[C@H](CC(N)=O)NC(=O)[C@H](CCCCN)NC1=O	-6%	2%	1
65	Cc1noc(C)c1C(=O)N1CCC2(CCN(Cc3nccs3)CC2)CC1	-3%	1%	0
66	COc1ccc(-c2cc(=O)c3c(O)cc(O)c(-c4cc(-c5cc(=O)c6c(O)cc(O)cc6o5)ccc4OC)c3o2)cc1	-7%	15%	1
67	O=c1cc(-c2ccccc2)oc2cc(O[C@@H]3O[C@H](CO)[C@@H](O)[C@H](O)[C@H]3O)c(O)c(O)c12	-6%	-4%	-8
68	Cc1cnc(CNc2ncncc2-c2ccoc2)cn1	3%	4%	-4
69	NCCC[C@@H](CC(=O)N[C@@H]1CCNC[C@H]1C(=O)N[C@H](CC(=O)N[C@@H](CCC(=O)O)CC(=O)O)Cc1ccccc1)NC(=O)C[C@H](CO)NC(=O)[C@@H]1CCCC[C@H]1N	0%	10%	-11
70	CCCCCCCCCCCCCCCCCCc1ccc(C(=O)/C=C\C(=O)O)cc1	-1%	4%	0
71	COC(=O)C1(C(=O)OC)C[C@@H]2CON=C2[C@H]1c1ccccc1	2%&-5%	-4%&-2%	-1&1
72	CSCC[C@H](NC(=O)[C@H](CCCN=C(N)N)NC(=O)[C@@H]1CCCN1C(=O)[C@H](Cc1ccccc1)NC(=O)[C@H](C)NC(=O)[C@H](CC(C)C)NC(=O)[C@H](Cc1ccc(O)cc1)NC(=O)[C@H](CC(N)=O)NC(=O)[C@@H](N)CCSC)C(N)=O	-9%	5%	1
73	OCC1OC(n2cnc3c(Cl)ncnc32)C(O)C1O (centres undefined)	1%	-12%	1
74	CCN1CCN(C(=O)N[C@H](C(=O)N[C@@H]2C(=O)N3[C@@H]2SC(C)(C)[C@@H]3C(=O)O)c2ccccc2)C(=O)C1=O	2%[17 µM]	22%[16.9 µM]	1
75	N[C@H](C(=O)O)C(O)C(O)C(O)CO (some centres undefined)	1%	-14%	0
76	CCC(=O)C(C(=O)OC)[C@H](CCc1ccccc1)NC(=O)OC (some centres undefined)	1%	3%	0
77	CN(C)C(=O)c1ccc(-c2cncnc2NC2CCNCC2)cc1	6%	-17%	-3
78	CCCCCCCCCCCCCC(=O)N[C@H](C)[C@@H](O)c1ccccc1	3%	-8%	4
79	CCC[C@@H]1C[C@@]1(CCC)C(NC(=O)c1ccccc1)c1cccc(Cl)c1 (some centres undefined)	-2%	-9%	-5
80	O=C(O)P(=O)(O)O	-6%	1%	4
81	CCCCCCCCCCCCCCCCSCC(COC)COP(=O)([O-])OCC[N+](C)(C)C (centres undefined)	-9%	10%	0
82	COc1ccc(CC(N)C(=O)NC2C(CO)OC(n3cnc4c(N(C)C)ncnc43)C2O)cc1 (centres undefined)	?	-4%	1
